# TNAP inh no acc – inhibitors of human TNAP without phosphate acceptor; inhibition, % at 20 µM; 200,000 compounds, 0.26% hits; purified TNAP, CDP-star luminescence, 30 min; P05186;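 active = tissue-nonspecific alkaline phosphatase inhibition above about 50% at 20 µM in the single-dose screen, limit read from the data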;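 also: 0% = DMSO negative control and 100% = EDTA positive control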
# Target sequence (P05186 whole entry, looked up): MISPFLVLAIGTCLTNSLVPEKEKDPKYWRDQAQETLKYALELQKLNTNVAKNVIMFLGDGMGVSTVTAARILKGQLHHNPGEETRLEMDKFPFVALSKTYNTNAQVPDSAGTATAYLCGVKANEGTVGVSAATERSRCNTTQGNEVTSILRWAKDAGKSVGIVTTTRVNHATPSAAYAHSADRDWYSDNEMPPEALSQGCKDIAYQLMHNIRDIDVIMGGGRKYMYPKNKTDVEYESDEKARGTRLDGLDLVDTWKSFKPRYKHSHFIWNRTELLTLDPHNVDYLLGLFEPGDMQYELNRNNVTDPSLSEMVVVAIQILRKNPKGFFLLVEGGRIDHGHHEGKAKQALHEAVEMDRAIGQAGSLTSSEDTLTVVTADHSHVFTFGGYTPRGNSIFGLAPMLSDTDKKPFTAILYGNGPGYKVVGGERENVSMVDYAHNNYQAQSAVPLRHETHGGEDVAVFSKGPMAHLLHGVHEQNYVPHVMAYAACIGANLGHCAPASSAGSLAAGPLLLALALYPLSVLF
# PPARg SRC-2 ag – PPARgamma-driven SRC-2 recruitment agonism | PPARgamma LBD-SRC-2 recruitment, biochemical | activation, % at 8 µM | 200,000 compounds, 0.34% hits | AID 1032; in the data active = activation above about 22%;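 also: 0% = vehicle and 100% = reference agonist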
# Target sequence (P37231 whole entry, looked up, the tested form may be a part): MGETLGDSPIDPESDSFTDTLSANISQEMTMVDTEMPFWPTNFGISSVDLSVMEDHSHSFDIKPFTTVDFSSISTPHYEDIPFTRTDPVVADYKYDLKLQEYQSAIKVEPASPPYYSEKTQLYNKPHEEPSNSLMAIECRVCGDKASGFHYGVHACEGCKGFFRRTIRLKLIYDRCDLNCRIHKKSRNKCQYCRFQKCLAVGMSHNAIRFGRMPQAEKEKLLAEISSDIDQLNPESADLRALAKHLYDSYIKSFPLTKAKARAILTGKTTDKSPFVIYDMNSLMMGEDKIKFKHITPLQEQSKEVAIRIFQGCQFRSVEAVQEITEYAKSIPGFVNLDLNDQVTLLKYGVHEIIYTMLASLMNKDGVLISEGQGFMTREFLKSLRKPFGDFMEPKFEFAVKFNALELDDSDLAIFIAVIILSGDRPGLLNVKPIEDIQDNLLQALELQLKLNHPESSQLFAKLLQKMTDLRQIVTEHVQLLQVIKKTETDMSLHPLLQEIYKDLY
# bIAP act – increases bovine intestinal alkaline phosphatase activity | purified bovine IAP, CDP-star luminescence, 30 min; stronger effect = higher value; fold of DMSO-control signal, blank-subtracted | activation factor at 20 µM | 200,000 compounds, 0.17% hits | AID 1016;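 active = activation factor of 2 or more at 20 µM, a signal rise over negative controls twice the positive control's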
# bIAP inh – intestinal alkaline phosphatase (bovine) inhibition | purified bovine IAP, CDP-star luminescence, 30 min | inhibition, % at 20 µM | 190,000 tested, under 10 active;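 active = over 50% inhibition of intestinal alkaline phosphatase at 20 µM in the single-dose screen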
#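 Assay system: bovine IAP enzyme; medium: DEA buffer 100 mM, pH 9.8, with MgCl2 1.0 mM, ZnCl2 0.02 mM; doses: 20 µM single dose; incubation: enzyme reaction for 30 min at room temperature; detection: CDP-star luminescence signal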
# PPARg SRC-1 ag – PPARgamma-driven SRC-1 recruitment agonism; P37231; PPARgamma-SRC-1 coactivator recruitment biochemical assay; activation, % at 8 µM; 200,000 compounds, 0.41% hits; in the data active = activation above about 19%;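 also: 0% = DMSO and 100% = reference agonist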
# TNAP act hiacc – increases human TNAP activity under high phosphate acceptor concentration; P05186; purified TNAP, CDP-star luminescence, 1 M DEA, 30 min; stronger effect = higher value; 0 = EDTA background, 1 = DMSO-only activity; activation factor at 20 µM; 200,000 tested, under 10 active; AID 1136;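 active = activation factor at least 2 at 20 µM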
#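 Assay system: human TNAP; Input: enzyme diluted 1/800 final; Reagent: CDP-star luminogenic substrate at 100 µM final; Timing: 30 min, room temperature; Signal: luminescence; Evaluation: TNAP activation factor scaled between EDTA and DMSO control wells.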
# PPARg SRC-3 ag – promotes SRC-3 coactivator recruitment by human PPARgamma; 200,000 compounds, 0.26% hits; P37231; biochemical PPARgamma/SRC-3 coactivator recruitment assay; activation, % at 8 µM; in the data active = activation above about 23%;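 also: 0% = DMSO and 100% = reference agonist; some compounds past the cut are filed as inactive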
# SRC2 TRFRET art – TR-FRET artefact, counter-screen to PPARgamma/SRC-2 agonist assay; stronger effect = higher value; TR-FRET ratio at 8 µM; 200,000 compounds, 0.4% hits; AID 1049; in the data active = TR-FRET ratio above about 2000; also: inactives centre near 1500
# TNAP inh hiacc – blocks human TNAP under high phosphate acceptor concentration; P05186; purified TNAP, CDP-star luminescence, 1 M DEA; inhibition, % at 20 µM; 200,000 compounds, 0.03% hits; AID 1135;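 active = over 50% inhibition of tissue-nonspecific alkaline phosphatase at 20 µM in the single-dose screen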;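 also: plate controls were DMSO wells for no effect and EDTA-quenched wells as full inhibition for full effect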
# HMGR II inh – blocks class II HMG-CoA reductase of Enterococcus faecalis. purified E. faecalis HMGR, NADPH absorbance 340 nm kinetic. inhibition, % at 10 µM. 190,000 compounds, 0.41% hits;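 active = inhibition above a set limit, the median over all tested compounds plus 3 SD, cut at about 9.5% in these data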;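 also: enzyme runs in reverse so mevalonate oxidation gives rising NADPH absorbance; 0% = complete reaction with DMSO and 100% = background rate lacking mevalonate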
# * marks the source's active call; other numbers are inactive results; · = no result given.
No.	compound	TNAP inh no acc	PPARg SRC-2 ag	bIAP act	bIAP inh	PPARg SRC-1 ag
1	Fc1ccccc1NC(=S)Nc1cccnc1	-1	-3	1	2	2
2	COc1cc(OC)cc(C(=O)OCC(=O)NCc2ccc3c(c2)OCO3)c1	-6	7	1.2	-22	6
3	CCOC(=O)C1(CC2CC2)CCN(Cc2cc(Cl)c(O)c(OC)c2)CC1	-4	-3	1.1	-7	6
4	O=C(O)C1Cc2ccccc2CN1C(=O)COc1ccc(Br)cc1 (stereo not given)	-8	-9	0.9	8	4
5	CCCCC(=O)Nc1ccc(N2CCN(S(C)(=O)=O)CC2)cc1	-4	6	0.9	7	1
6	COc1ccccc1N1CCN(C2CCN(C(=O)c3cc(OC)c(OC)c(OC)c3)CC2)CC1	-8	5	0.9	8	10
7	COc1cc(CNCCO)cc(Br)c1OCc1ccccc1	7	9	1	-4	9
8	O=C(CSCc1cnn(-c2ccccc2)c1-n1cccc1)NCC1CCCO1 (stereo not given)	-15	6	1	2	2

No.	TNAP act hiacc	PPARg SRC-3 ag	SRC2 TRFRET art	TNAP inh hiacc	HMGR II inh
1	1	-1	1694	0	-6
2	1	2	1796	-2	-7
3	1.1	3	1791	-6	5
4	1	-1	1593	2	·
5	1	13	1343	1	-5
6	1	2	1534	-4	-2
7	1	-1	1670	-2	-6
8	1.1	-12	1458	-7	-8

# Continued.
No.	compound	TNAP inh no acc	PPARg SRC-2 ag	bIAP act	bIAP inh	PPARg SRC-1 ag
9	O=C(CSc1nc(-c2ccccc2)cs1)N1CCN(C(=O)c2ccco2)CC1	-6	0	1	4	-6
10	Cc1ccc(C(=O)Nc2ccc3nccnc3c2)cc1	3	-6	0.9	6	-1
11	Cc1ccc(S(=O)(=O)/C(C#N)=C/c2c(N3CC(C)OC(C)C3)nc3ccccn3c2=O)cc1 (stereo not given)	0	-5	0.9	9	-4
12	O/N=C/c1ccc(OCC(O)COc2ccc(/C=N/O)cc2)cc1	-6	-3	0.9	9	8
13	C=CCOc1c(Br)cc(/C=N\n2nnnc2N)cc1OC	-5	4	0.9	8	-1
14	CN(C)c1ccc(/C=C2\N=C(c3ccc(Cl)c([N+](=O)[O-])c3)NC2=O)cc1	50*	-5	0.6	43	-4
15	COc1ccc(Cl)cc1-c1n[nH]c(=S)o1	-10	104*	0.9	12	57*
16	CCn1c(SCC(=O)N2c3ccccc3Sc3ccc(Cl)cc32)nc2c1c(=O)n(C)c(=O)n2C	·	-2	·	·	3

No.	TNAP act hiacc	PPARg SRC-3 ag	SRC2 TRFRET art	TNAP inh hiacc	HMGR II inh
9	1	-2	1589	4	2
10	1	4	1439	-3	-1
11	1	1	1693	-3	5
12	1	5	1596	0	1
13	1	1	1807	2	-13
14	0.6	1	1368	45	-2
15	1	119*	3750*	-3	0
16	·	11	1436	·	·

# Remaining list, next part
No.	compound	TNAP inh no acc	PPARg SRC-2 ag	bIAP act	bIAP inh	PPARg SRC-1 ag
17	COc1cc(NC(=O)c2nccnc2C(=O)O)cc(OC)c1	-10	3	0.8	17	-1
18	O=C(CSc1ccc(-c2ccco2)nn1)NCc1ccc2c(c1)OCO2	-2	5	0.9	14	3
19	O=C(N/N=C/c1nn(-c2ccccc2)cc1-c1ccc(Cl)cc1)c1ccncc1	-2	-6	1	-5	-14
20	Cc1ccc(C(=O)C[n+]2ccc(-c3nnc4n3CCC4)cc2)cc1	16	16	0.7	30	-1
21	COc1ccc(OC)c(-n2cc3c(=O)n(C)c(=O)n(C)c3c2)c1	-10	4	1	-5	11
22	CC(C)C1Oc2ccccc2N(CC(=O)N(Cc2ccncc2)Cc2ccco2)C1=O (stereo not given)	-3	8	1.1	-6	4
23	Cc1n[nH]c(=S)n1/N=C/c1ccccc1OCc1ccc(Cl)cc1	13	5	0.9	6	4
24	O=C(COC(=O)c1ccc(Br)o1)Nc1cccc(S(=O)(=O)N2CCCCCC2)c1	-11	8	0.7	34	2

No.	TNAP act hiacc	PPARg SRC-3 ag	SRC2 TRFRET art	TNAP inh hiacc	HMGR II inh
17	1	-4	1380	2	-2
18	1	0	1560	-1	6
19	1	0	1457	-2	-4
20	0.9	7	1523	14	-1
21	1	-2	1678	-4	2
22	1	-7	1595	-2	-4
23	1	5	1494	-4	-2
24	1	-9	1647	-4	-7

# (cont.)
No.	compound	TNAP inh no acc	PPARg SRC-2 ag	bIAP act	bIAP inh	PPARg SRC-1 ag
25	COc1cc(CN2CCN(c3ccccc3C)CC2)cc([N+](=O)[O-])c1O	5	6	0.9	6	0
26	COc1ccc(C(=O)N2CCN(S(=O)(=O)c3ccc(Cl)cc3)CC2)cc1OC	0	3	0.9	6	7
27	O=C(COc1ccc2ccccc2c1)N1CCN(C(=O)c2cccnc2)CC1	-13	0	0.9	6	-8
28	Cc1ccc(N(NC(=O)C(C)(C)O)C(=O)c2ccccc2)cc1C	-8	3	0.9	10	2
29	COc1ccc(NC(=O)c2ccc(C(=O)c3cc(OC)ccc3OC)cc2)cc1	-17	10	1	2	18
30	OC(CN1CCCCC1)CN(c1ccccc1)c1ccccc1 (stereo not given)	-5	6	1	-3	-6
31	COC(=O)c1ccc(CSc2nc3c(cnn3-c3ccccc3)c(=O)[nH]2)o1	-11	11	0.7	27	1
32	COc1ccc(C(C(=O)NC2CCCCC2)N(C(=O)CCl)c2ccc(Cl)cc2)cc1 (stereo not given)	-73	8	0.9	12	7

No.	TNAP act hiacc	PPARg SRC-3 ag	SRC2 TRFRET art	TNAP inh hiacc	HMGR II inh
25	0.9	8	1664	9	-3
26	1	-2	1510	-3	-1
27	1.1	7	1403	-7	-3
28	1	5	1560	-3	7
29	1.1	13	1559	-5	-8
30	1.1	-7	1442	-6	-10
31	1	-12	1473	-5	-9
32	1.3	1	1639	-26	-4

# The list continues.
No.	compound	TNAP inh no acc	PPARg SRC-2 ag	bIAP act	bIAP inh	PPARg SRC-1 ag
33	COc1ccc(NC(=O)C2CCCN2C(=O)NCc2ccccc2)cc1 (stereo not given)	-11	-1	1.1	-6	-12
34	Cc1ccc(SCC(=O)N2CCCC2)cc1	-7	4	1	1	8
35	CCOC(=O)c1[nH]c2ccccc2c1NC(=O)CC(C)(C)C	-1	-4	0.9	8	-3
36	CCOc1cc(C(=O)OCC(=O)c2cc(C)n(CC3CCCO3)c2C)ccc1OCC(=O)N1CCOCC1 (stereo not given)	-11	11	1.1	-14	9
37	COc1ccccc1CC(=O)Nc1ccc(O)cc1C(=O)O	-13	9	0.9	12	8
38	O=c1c2c3c(sc2nc2sc(C4CC4)nn12)CCCC3	-12	9	0.8	16	7
39	CSC1=C(C#N)C(c2sccc2C)CC(=O)N1 (stereo not given)	-9	-8	1.1	-14	4
40	COCCNCCCCOc1ccc(C)cc1[N+](=O)[O-]	-12	-3	1	5	2

No.	TNAP act hiacc	PPARg SRC-3 ag	SRC2 TRFRET art	TNAP inh hiacc	HMGR II inh
33	1	-2	1465	-3	0
34	1	-4	1629	-3	-1
35	1.1	-5	1417	-5	-7
36	1	5	1710	-2	-6
37	1	-5	1531	-2	5
38	1.1	5	1470	-6	2
39	1	-4	1564	-4	0
40	1	3	1595	-3	1

# Ordered by the number under TNAP inh no acc (low to high): 6 from the list above.
nr | structure | TNAP inh no acc
37 | COc1ccccc1CC(=O)Nc1ccc(O)cc1C(=O)O | -13
38 | O=c1c2c3c(sc2nc2sc(C4CC4)nn12)CCCC3 | -12
33 | COc1ccc(NC(=O)C2CCCN2C(=O)NCc2ccccc2)cc1 (stereo not given) | -11
39 | CSC1=C(C#N)C(c2sccc2C)CC(=O)N1 (stereo not given) | -9
34 | Cc1ccc(SCC(=O)N2CCCC2)cc1 | -7
35 | CCOC(=O)c1[nH]c2ccccc2c1NC(=O)CC(C)(C)C | -1

# (cont.)
No.	compound	TNAP inh no acc	PPARg SRC-2 ag	bIAP act	bIAP inh	PPARg SRC-1 ag
41	CC(C)(C)c1nc2ccccc2c2nnc(SCC(=O)NCc3ccco3)n12	-13	-6	1.1	-14	0
42	O=C(c1ccccc1)c1c[nH]c(C(=O)NCc2cccnc2)c1	-9	-2	0.9	7	3
43	COc1cc(SC)ccc1C(=O)OCC(=O)NC1CCCC1	-2	4	1.1	-8	8
44	CC1=Nn2c(nnc2-c2cc(-c3ccccc3)n[nH]2)SC1	51*	-1	0.9	8	4
45	CN1CCN(c2ccc(S(=O)(=O)Nc3ccccc3)cc2[N+](=O)[O-])CC1	9	11	0.8	19	4
46	COC(=O)[C@H](CC(C)C)NC(=O)N1CCN(c2cccc(C(F)(F)F)c2)CC1	0	4	1.1	-12	-5
47	COC(=O)c1nc(-c2ccccc2)oc1N1CCOCC1	4	5	1.1	-8	-5
48	O=C(c1ccccc1)C1CN(c2ccccc2)CC1c1ccc(Cl)cc1 (stereo not given)	-11	5	0.7	28	9

No.	TNAP act hiacc	PPARg SRC-3 ag	SRC2 TRFRET art	TNAP inh hiacc	HMGR II inh
41	1	-9	1396	-4	-3
42	1	-1	1487	-4	6
43	1	-1	1435	-4	3
44	1	-3	1320	-1	1
45	0.9	8	1497	7	0
46	1	-5	1473	3	-2
47	0.9	7	1642	7	-5
48	1	3	1394	-3	1

# 2 of the compounds above, with bars between the fields.
item | Structure | TNAP inh no acc | PPARg SRC-2 ag | bIAP act | bIAP inh | PPARg SRC-1 ag | TNAP act hiacc | PPARg SRC-3 ag | SRC2 TRFRET art | TNAP inh hiacc | HMGR II inh
46 | COC(=O)[C@H](CC(C)C)NC(=O)N1CCN(c2cccc(C(F)(F)F)c2)CC1 | 0 | 4 | 1.1 | -12 | -5 | 1 | -5 | 1473 | 3 | -2
44 | CC1=Nn2c(nnc2-c2cc(-c3ccccc3)n[nH]2)SC1 | 51* | -1 | 0.9 | 8 | 4 | 1 | -3 | 1320 | -1 | 1

# Next part
No.	compound	TNAP inh no acc	PPARg SRC-2 ag	bIAP act	bIAP inh	PPARg SRC-1 ag
49	CCOC(=O)C1=NN(C(=O)Cc2ccccc2)C(O)(c2ccc(Cl)cc2)C1 (stereo not given)	7	4	0.9	5	0
50	O=C(Nc1nncs1)C1COc2ccccc2O1 (stereo not given)	-17	9	0.8	16	1
51	Cc1nnc(N(CCC#N)CCC#N)s1	-13	3	0.9	13	-1
52	CCCNC(=O)COc1ncnc2sc(C)c(C)c12	1	-1	0.9	12	-8
53	COc1cccc(-c2ccc(C#N)c(SCC(=O)NCCc3ccccc3)n2)c1	-7	2	0.9	10	-4
54	COC(=O)CN=Cc1c(O)n(-c2ccc(Cl)cn2)c(=O)c2ccccc12	-7	0	1.1	-6	4
55	CCc1ccc(NC(=O)Cc2c(C(=O)O)n(C)c3ccccc23)cc1	0	-3	1	-1	10
56	CCOc1nc(NC(=O)NC(=O)c2ccccc2)nc(-c2ccccc2)n1	2	5	1	-1	-1

No.	TNAP act hiacc	PPARg SRC-3 ag	SRC2 TRFRET art	TNAP inh hiacc	HMGR II inh
49	0.9	4	1449	8	-1
50	1.1	-9	1544	-6	0
51	1.1	-1	1539	-10	2
52	1.1	-12	1610	-6	-1
53	1	8	1494	-3	-5
54	1	-1	1465	2	1
55	1	0	1655	2	1
56	1	6	1682	2	2

# Assay outcomes as filed in PubChem.
